Screens as filed in PubChem BioAssay.
aSyn UTR inh: MLPCN primary screen, SNCA 5' untranslated region; alpha-synuclein 5'UTR reporter, inhibitor activity; 0.82% of 300,000 active; inhibition, % (tested at 7.5 µM); in the data active = inhibition above about 60%;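 note: H4 neuroglioblastoma cells stably carrying SNCA 5'UTR luciferase fusion; 0% = DMSO wells and 100% = positive control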
KLF5 inhibitor: kruppel-like factor 5 inhibition; DLD-1 KLF5 promoter-luciferase reporter, luminescence; inhibition, % at 5 µM; 0.23% of 290,000 active;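 active = inhibition above a per-plate limit of that plate's mean compound inhibition plus 3 SD, cut at about 60% in these data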;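 note: 0% = DMSO wells and 100% = LY294002 at 200 µM; higher means less KLF5 promoter-driven luciferase light; inactives centre near -14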
HSP90 inh: inhibitors of HSP90 luciferase refolding in rabbit reticulocyte lysate. luciferase refolding luminescence, 3 h. inhibition, % at 5.6 µM. 0.91% of 290,000 active. AID 1789;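 active = inhibition above the screen-wide mean plus 3 SD, computed separately per campaign, cut at about 16% in these data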;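 note: 0% = DMSO wells and 100% = 60 µM geldanamycin wells; inhibitors lower the luminescence because luciferase stays unfolded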
HSF-1 act: increases HSF-1 driven luciferase reporter signal. activation, % at 9 µM. 1.7% of 300,000 active. AID 504408. NIH3T3-HGL HSF-1 luciferase reporter, MG132, 8 h; 100% = twice DMSO control signal;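 active = mean replicate activation of at least 50% with a set share of replicates each reaching 50%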;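 note: 0% = median of the neutral control wells and 100% = twice that signal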
IEC-6 cytotox: IEC-6 cytotoxicity, counter-screen for KLF5 inhibitors; luminescence viability; inhibition, % at 5 µM; 0.78% of 290,000 active; AID 1825; in the data active = inhibition above about 22%;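 note: 0% = plate median of test compound wells and 100% = cytotoxic reference compound wells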
AI-2 QS modul: Vibrio harveyi AI-2 quorum sensing modulation; activity change, % at 7.5 µM; AID 2094; 0.4% of 300,000 active; Vibrio harveyi JMH597 AI-2 luminescence/OD600 ratio, 9 h; stronger effect = lower value; strain lacks LuxN and CqsS sensors; 0 = neutral-control median; in the data active = activity change below about -75%, passing the limit was not always enough;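 note: luminescence divided by OD600 gain over 9 h not by final OD600 alone; inactives centre near 13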
Platelet DG rel: platelet dense granule release activity; inhibition, %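 (compounds screened at 7.5 µM in platelet-rich plasma)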; 0.22% of 300,000 active; human platelet-rich plasma, SFLLRN dense granule ATP release, luminescence;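 active = mean replicate score, as percent of positive control, at or above 50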
HSF1 inhib: HSF1 inhibition | NIH3T3-HGL HSE-luciferase, MG132-induced, luminescence 8 h; stronger effect = lower value | activity change, negative = inhibition, % at 7.5 µM (by protocol) | 0.77% of 300,000 active | AID 2098;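 active = more than half of replicate wells show activity change below -50%, luminescence cut by over half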;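 note: luciferase reports HSF-1 transcriptional activity via heat shock element; 0% = median of DMSO wells and -100% = zero luminescence signal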
SKKanGAS inh: SKKanGAS growth inhibition | S. pyogenes SKKanGAS, kanamycin growth, BacTiter-Glo, 6 h | inhibition, % at 7.5 µM | 1.3% of 300,000 active | AID 1662;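 active = mean replicate score, as percent of positive control median, at least 50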;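 note: strain carries kanamycin resistance gene driven by streptokinase promoter and grows in 40 µg/ml kanamycin; loss of luminescence reflects streptokinase promoter inhibition or plain growth inhibition; 0% = median of DMSO wells and 100% = positive control at its reference dose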
HIF activator: HIF pathway transcriptional activation; U2OS HRE-luciferase reporter, luminescence; normalized: DMSO 0%, desferrioxamine 100%; activation, % at 7.5 µM (by protocol); 0.32% of 300,000 active;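 active = mean activation of at least 10% of the iron chelator positive control signal, with at least half of replicates also reaching 10%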
* = called active by the depositor; . = not tested or not shown.

SMILES | aSyn UTR inh | KLF5 inhibitor | HSP90 inh | HSF-1 act | IEC-6 cytotox | AI-2 QS modul | Platelet DG rel | HSF1 inhib | SKKanGAS inh | HIF activator
CC(C)CC(=O)Nc1ccc(C(=O)CN2CCN(c3ccc(O)cc3)CC2)cc1 | 17 | -46 | 0 | 5 | 1 | . | 5 | 5 | 4 | -0.7
COC(CNC(=O)c1ccc(N2CCc3ccccc32)c([N+](=O)[O-])c1)OC | 21 | -12 | 4 | 6 | 0 | 1 | 2 | -7 | -1 | 0.0
CC(=O)NC1=NN(C(C)=O)C(C)(c2ccc(C)cc2)S1 (stereo not given) | 5 | 2 | -1 | 8 | -4 | 10 | -14 | 3 | -9 | -0.6
CC(=O)CCC1C2C(O)C(C(C)C)C(OC(=O)/C=C/c3ccccc3)CC12C (stereo not given) | -25 | . | . | 6 | . | 7 | 0 | 4 | 6 | -0.5
CSc1ccc(S(=O)(=O)NCC(=O)OCC(=O)NC2(C#N)CCCCC2)cc1[N+](=O)[O-] | -13 | . | . | 2 | . | 1 | 0 | 5 | -8 | -0.4
COc1ccc2nc(SCC(=O)NCC3CCCO3)c(C#N)cc2c1 (stereo not given) | -31 | -22 | -2 | 7 | 9 | . | 13 | 5 | 8 | 1.7
S=C(NCCc1ccccc1)Nc1ccc(Br)cc1 | -126 | -39 | 0 | 26 | -6 | -65 | -9 | 21 | -15 | 1.0
Clc1ccc(-c2csc(-c3cccnc3)n2)s1 | -70 | -85 | -3 | 21 | 4 | 12 | -17 | 11 | -10 | 1.3
O=C(NNC(=O)C1CCN(S(=O)(=O)c2ccc(Cl)cc2)CC1)c1ccccc1 | 2 | 6 | 0 | -12 | -4 | 23 | -10 | -7 | -2 | -0.5
CC(Oc1ccc(Cl)cc1Cl)C(=O)Nc1ccncc1 (stereo not given) | -10 | -3 | -5 | -7 | -4 | 5 | -12 | 1 | 0 | -4.9
O=C(CNC(=O)c1cccs1)OCC(=O)c1ccc2ccccc2c1 | 1 | -7 | 0 | 0 | 0 | 57 | -2 | -1 | 2 | 0.7
CCOc1ccccc1C1c2[nH]c3ccccc3c2C[C@H]2C(=O)N(C3CCN(Cc4ccccc4)CC3)CC(=O)N12 (stereo not given in full) | 10 | -22 | -2 | 0 | -1 | 51 | -1 | 9 | 0 | -7.3
CC(=O)N/C(=C\c1ccc(F)cc1)C(=O)OC(C)C | 4 | -10 | 3 | 6 | 3 | 0 | 14 | -16 | -14 | -1.1
CC(C(=O)Nc1cccc(C#N)c1)N(C)CCOc1ccccc1 (stereo not given) | 8 | 1 | 0 | -6 | 2 | 10 | 25 | -1 | -3 | 0.1
Cc1nn(-c2ccccc2)c(C)c1NC(=O)COC(=O)c1ccccc1OC(F)F | -3 | -32 | -4 | -9 | -6 | 13 | 9 | -1 | 24 | -0.6
COCCCNC(=O)/C(C#N)=C/c1c(N2CCN(C)CC2)nc2c(C)cccn2c1=O | 10 | -29 | -2 | 30 | 4 | 5 | 5 | -3 | -1 | 2.1
Cc1cc2oc(=O)cc(COC(=O)c3n[nH]c4ccccc34)c2cc1C | -134 | -6 | 0 | 51* | 0 | 20 | 3 | 26 | 2 | 2.6
C/C(=N\NC(=O)CN(c1ccc(C)cc1)S(C)(=O)=O)c1cccs1 | 18 | -9 | -1 | -5 | -2 | 5 | -4 | -7 | 11 | -0.3
Cc1cccc(C)c1NC(=O)CCCCCNS(=O)(=O)c1ccccc1 | 17 | -22 | 2 | -7 | -2 | 5 | -2 | -11 | -4 | -0.7
Cc1onc(-c2ccc(Cl)cc2Cl)c1C(=O)/C=C/N(C)C | -14 | -21 | -2 | 25 | -1 | 46 | -10 | 2 | 2 | -0.8
CCn1c(=O)c(C(=O)CN2CCN(S(=O)(=O)c3ccccc3)CC2)c(N)n(Cc2ccccc2)c1=O | 28 | -6 | 2 | -8 | -2 | 12 | -5 | -3 | 3 | -0.3
O=C(CNC(=O)c1ccccc1F)OCCOc1cccc(Cl)c1 | 10 | . | . | 4 | . | 22 | 13 | 0 | -9 | -0.2
CC(C)(C)OC(=O)NCc1ccc(CNC(=O)c2[nH]cnc2C(=O)N[C@@H](Cc2ccccc2)C(=O)OC(C)(C)C)cc1 | 22 | 4 | -3 | 19 | 0 | 7 | 1 | 4 | 20 | -2.1
C/C(=N\NC(=O)Cn1nc(C)c([N+](=O)[O-])c1C)c1ccc(O)cc1 | 19 | -2 | 7 | -3 | -3 | 15 | 2 | -1 | 2 | -0.4
Cc1cc(C)nc(NS(=O)(=O)c2ccc(N/C=C\C(=O)c3ccc(Cl)cc3)cc2)n1 | 23 | -25 | -3 | 12 | 5 | 14 | -5 | 12 | 19 | -0.4
CC1CCN(c2ccccc2NC(=S)NC(=O)c2ccco2)CC1 | 11 | -9 | 2 | 26 | 6 | -7 | -7 | 2 | 18 | -0.1
CCc1cccc(OCCCN2C(=O)NC(C)(C)C2=O)c1 | -3 | -36 | 0 | 2 | -7 | -20 | 4 | 4 | 0 | -0.3
Nc1nonc1-n1nnc(C(=O)N/N=C/c2ccccc2Cl)c1CSc1ccccc1 | 3 | 5 | 3 | 2 | -2 | 26 | -3 | 0 | 12 | 0.0
O=[N+]([O-])c1cccc(-c2nc3ccccc3s/c2=N/O)c1 | -4 | -25 | 0 | 13 | 1 | 18 | -7 | -2 | 20 | -13
O=C(CN1C(=O)c2ccccc2S1(=O)=O)c1ccc(F)cc1 | 92* | -15 | 2 | -43 | -2 | 18 | 0 | -37 | 2 | -3.3
Cc1cccc(NC(=S)N2CCN(C(=O)C3CCCO3)CC2)c1 (stereo not given) | 9 | -26 | -3 | -3 | -1 | 16 | 6 | -7 | 6 | -0.3
Cc1cccc(NC(=O)CN2C(=O)CSC2=O)c1 | -34 | 8 | -3 | -18 | 2 | 16 | 3 | 2 | -6 | 0.0
COc1ccc(CN2C(=O)c3ccccc3C2=O)cc1C(=O)O | 7 | 11 | 2 | 20 | 2 | 25 | -1 | -3 | 12 | -1.4
O=C(C1CCCCN1S(=O)(=O)c1ccccc1[N+](=O)[O-])N1CCCCC1 (stereo not given) | -36 | -36 | 4 | 8 | 1 | 13 | 10 | 0 | -2 | -0.2
Nc1nonc1-n1nnc(C(=O)N/N=C/c2ccc(Br)cc2)c1CSC1=NCCS1 | -34 | 0 | 1 | 11 | 18 | 40 | 5 | 7 | 15 | -0.5
CCC1=NN(C(=O)c2ccc(C)cc2)C(O)(c2ccc(Br)cc2)C1 (stereo not given) | -24 | -24 | -7 | 31 | 0 | 7 | -5 | 11 | -4 | -0.4
C#CC(CC)(CC)NC(=S)Nc1ccc(S(N)(=O)=O)cc1 | -49 | -11 | 0 | -3 | 3 | 10 | -10 | 4 | -4 | 0.7
O=S(=O)(Nc1ccccc1N1CCOCC1)c1ccc(F)c(Cl)c1 | -21 | -3 | -2 | -16 | 3 | 8 | -7 | -2 | -7 | -0.3
COc1ccccc1CCNC(=O)C1CCC(=O)N(Cc2cccc(F)c2)C1 (stereo not given) | -22 | -24 | 1 | 42 | -2 | 18 | 0 | 7 | -1 | -0.3
COCCOCC(O)CN1CCN(c2ccccc2)CC1 (stereo not given) | -4 | -9 | 1 | 0 | 1 | 13 | 10 | -3 | 1 | 1.9

Laid out differently: entries from further up.
Fields: aSyn UTR inh	KLF5 inhibitor	HSP90 inh	HSF-1 act	IEC-6 cytotox	AI-2 QS modul	Platelet DG rel	HSF1 inhib	SKKanGAS inh	HIF activator
> Nc1nonc1-n1nnc(C(=O)N/N=C/c2ccccc2Cl)c1CSc1ccccc1
  3	5	3	2	-2	26	-3	0	12	0.0
> CCn1c(=O)c(C(=O)CN2CCN(S(=O)(=O)c3ccccc3)CC2)c(N)n(Cc2ccccc2)c1=O
  28	-6	2	-8	-2	12	-5	-3	3	-0.3
> COCCOCC(O)CN1CCN(c2ccccc2)CC1 (stereo not given)
  -4	-9	1	0	1	13	10	-3	1	1.9
> Cc1cccc(NC(=O)CN2C(=O)CSC2=O)c1
  -34	8	-3	-18	2	16	3	2	-6	0.0

Next part
SMILES | aSyn UTR inh | KLF5 inhibitor | HSP90 inh | HSF-1 act | IEC-6 cytotox | AI-2 QS modul | Platelet DG rel | HSF1 inhib | SKKanGAS inh | HIF activator
O=C(c1cc(COc2ccc(-n3cncn3)cc2)on1)N1CCCC1 | 3 | -19 | -1 | 3 | -6 | 44 | -5 | -5 | -13 | 0.0
O=C(NCCc1nc(-c2ccccc2)no1)c1ccccc1 | 3 | . | . | 0 | . | 2 | -4 | -8 | -3 | -2.0
COc1cc(SC)ccc1C(=O)N1CCN(Cc2ccc3c(c2)OCO3)CC1 | 35 | -34 | -7 | -8 | -2 | 6 | 3 | -10 | -1 | -0.2
O=C(NCCc1ccccc1)c1ccc(Cl)c(S(=O)(=O)N2CCCC2)c1 | -67 | -102 | -4 | 37 | 0 | 13 | 11 | 16 | -5 | 3.7
COc1ccc(NS(=O)(=O)c2cccc(C(=O)NCc3cccnc3)c2)cc1 | 5 | . | . | -13 | . | 21 | -2 | -7 | 6 | 0.8
O=c1c(Cc2ccc(Cl)cc2Cl)c(O)ccn1CC(F)(F)F | 1 | -38 | 7 | 8 | 3 | -6 | 4 | 4 | -16 | 1.6
CC(C#N)On1c(SC(C)C#N)nc2ccccc2c1=O (stereo not given) | -2 | -46 | -1 | 13 | 3 | 10 | -1 | -2 | -16 | -0.3
O=C(c1cccc(F)c1)N1CCN(c2ccc([N+](=O)[O-])c(N3CCCCC3)c2)CC1 | 20 | -4 | 2 | 3 | 2 | 5 | -10 | 0 | -15 | -0.4
CCCn1c(N2CCN(Cc3cccc(C)c3)CC2)nc2c1c(=O)[nH]c(=O)n2C | 10 | -37 | 0 | 0 | -3 | 39 | -14 | 4 | -1 | -0.5
CCOc1ccc2ccccc2c1/C=N/NC(=O)c1c(C)cc(C)[nH]c1=O | 4 | . | . | 24 | . | 15 | -3 | 5 | -6 | 0.4
CCOc1ccc(C(c2c(NC(=O)c3ccccc3)sc(C)c2C)N2CCN(CCO)CC2)cc1 (stereo not given) | -42 | -28 | 3 | 49 | -3 | 8 | -15 | 6 | -3 | -0.1
CCC(C)c1ccc(OCC(=O)Nc2ccc3c(c2)C(=O)NC3=O)cc1 (stereo not given) | -11 | -39 | -4 | -11 | 0 | 49 | 1 | -1 | -9 | -0.1
COc1nc(C)cc(C)c1S(=O)(=O)c1ccccc1 | 0 | 19 | 18* | -4 | 5 | 0 | -2 | -4 | 2 | 2.7
Cc1ccccc1NC(=O)NC1(C(=O)N2CCC(C(N)=O)CC2)CCCCC1 | 12 | -7 | 0 | 6 | -2 | 16 | 0 | -5 | -3 | 1.3
CC1(C)Cc2ccccc2-c2nnc(-c3ccco3)n21 | -4 | -6 | 2 | -19 | 0 | 168 | -5 | -6 | -6 | 0.2
COc1ccc(-c2sc(Nc3ccccc3)n[n+]2-c2ccc(F)cc2)c(OC)c1OC | -26 | 20 | -4 | 2 | -5 | 11 | -12 | -4 | 4 | -1.5
O=C(Nc1ccnn1C1CCN(Cc2cccc(OCCO)c2)CC1)C1CCCC1 | -25 | -11 | -3 | -4 | -3 | 27 | 7 | -3 | -2 | -0.9
CCOc1ccc2[nH]c3c(N4CCN(c5ccccn5)CC4)ncnc3c2c1 | -44 | -9 | -2 | -1 | 6 | -53 | 3 | -2 | 3 | 0.1
Cc1ccc2c(NC(=O)c3ccc(Br)o3)cccc2n1 | -17 | -8 | -1 | -2 | -2 | 42 | 6 | 1 | -11 | 0.6
